PTEN del growth: suppresses growth of cells with PTEN deletion; actives 1.2% (n = 140,000); viability, % at 10 µM; HCT116 PTEN-null viability, CellTiter-Glo, 60 h; hits give low values;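 active means viability at or below a set limit, 4 SD under the median of all tested compounds, cut at about 3.7% in these data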;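 further: PTEN knockout HCT116 line with beta catenin targeted HCT116 as companion control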
GALR2 blocker: GALR2 (human) receptor antagonism; O43603; GALR2-expressing cells, antagonist mode; actives 0.39% (n = 140,000); inhibition, % at 4 µM; in the data active means inhibition above about 27%;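 further: cells stimulated with galanin 1-16 at roughly its EC80; 0% = agonist challenge control and 100% = basal control without agonist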
Target sequence (O43603 whole entry, looked up): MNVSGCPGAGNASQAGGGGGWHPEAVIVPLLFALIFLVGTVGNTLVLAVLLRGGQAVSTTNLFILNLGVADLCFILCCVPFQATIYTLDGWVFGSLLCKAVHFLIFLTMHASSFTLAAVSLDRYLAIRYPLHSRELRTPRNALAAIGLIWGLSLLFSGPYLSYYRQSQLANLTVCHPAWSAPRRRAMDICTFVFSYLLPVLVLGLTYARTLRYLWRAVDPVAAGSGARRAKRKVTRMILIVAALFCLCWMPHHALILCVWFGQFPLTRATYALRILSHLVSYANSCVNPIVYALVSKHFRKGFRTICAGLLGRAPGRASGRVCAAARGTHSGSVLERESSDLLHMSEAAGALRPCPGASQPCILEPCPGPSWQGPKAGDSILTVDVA
MRP1 act: activators of MRP-1; H69AR cells + doxorubicin, viability rescue, CellTiter-Glo; viability increase, % at 10 µM; actives 0.61% (n = 140,000);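 active means viability gain under doxorubicin at or above a set limit, the compound median plus 3 SD, cut at about 4.7% in these data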;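 further: MRP-1 overexpressing cells given doxorubicin 25 µM after compound pretreatment; 18-22 h compound pretreatment then 72 h with doxorubicin before readout; 0% = doxorubicin-only wells and 100% = vehicle-treated cells without doxorubicin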
BB579 growth dn: yeast BB579 growth reduction in restrictive medium | AID 804 | actives 0.51% (n = 140,000) | S. cerevisiae BB579 growth, OD615, 48 h | inhibition, % at 10 µM;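 active means inhibition above a set limit, 3 SD over the mean compound inhibition, cut at about 44% in these data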; further: inactives centre near -24
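Assay system: S. cerevisiae DeaD strain BB579 yeast. Medium: CSMM-D restrictive synthetic medium containing dextrose (glucose). Times: 4 h cell preincubation, 48 h compound exposure, 30 °C humidified. Signal: OD615 turbidity measurement. Benchmarks: positive control amphotericin B 10 µg/mL.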
Yeast lifespan up: yeast lifespan extension. actives 0.68% (n = 130,000). inhibition of the nicotinamide effect, % at 10 µM. S. cerevisiae growth with nicotinamide, OD615; deaD strain in restrictive glucose medium;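 active means inhibition above a set limit, placed 3 SD over the median of all compounds, cut at about 26% in these data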;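 further: 0% = nicotinamide-treated wells and 100% = cells grown without nicotinamide; some compounds called inactive have numbers as strong as hits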
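Measured by: optical density (absorbance) at 615 nm; System: modified budding yeast, DeaD strain; Medium: restrictive CSMM-D dextrose medium; Timing: 4 h preincubation then 48 h treatment at 30 °C.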
HCT116 bCat-KO: beta-catenin-lacking colon tumor cell growth suppression; HCT116 beta-catenin knockout viability, CellTiter-Glo, 60 h; hits give low values; AID 818; viability, % at 10 µM; actives 1.5% (n = 140,000);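 active means viability at or under a set limit, the compound median less 4 SD, cut at about 6% in these data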;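 further: 0% = Hyamine 1622 control at 20 µM and 100% = untreated cell control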
Measles CPE: protection of cells from measles virus | protection (pct of control), % at 4 µM | Measles virus-infected cells, CPE protection, absorbance | actives 1.5% (n = 140,000); in the data active means protection mostly above about 24%, no sharp cut-off; inactive means mostly below about 26%; further: some compounds called inactive have numbers as strong as hits
NPY-Y2 antag: blocks the human neuropeptide Y Y2 receptor; inhibition, % at 2.7 µM; NPY-Y2 expressing cells, antagonist mode; actives 0.99% (n = 140,000); in the data active means inhibition above about 17%;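 further: 0% = vehicle with agonist challenge and 100% = reference antagonist with challenge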
Target sequence (P49146 whole entry, looked up): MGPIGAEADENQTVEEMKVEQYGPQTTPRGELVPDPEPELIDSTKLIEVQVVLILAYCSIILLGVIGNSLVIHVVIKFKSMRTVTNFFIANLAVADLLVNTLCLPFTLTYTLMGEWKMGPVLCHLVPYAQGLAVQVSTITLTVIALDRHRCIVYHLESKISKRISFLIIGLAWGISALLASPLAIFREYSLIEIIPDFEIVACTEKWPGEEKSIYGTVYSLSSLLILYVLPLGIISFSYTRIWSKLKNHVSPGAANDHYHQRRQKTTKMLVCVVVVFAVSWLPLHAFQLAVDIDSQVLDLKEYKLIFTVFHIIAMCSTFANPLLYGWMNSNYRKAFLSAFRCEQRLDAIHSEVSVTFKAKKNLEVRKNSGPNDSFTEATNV
Phagocyt inh: blocks phagocytosis by macrophages. J774A.1 macrophage IgG-bead phagocytosis, imaging. inhibition, % at 5 µM. actives 0.07% (n = 110,000). AID 1029;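 active means inhibition above the mean of the plate negative controls plus 5 SD, cut at about 13% in these data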;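 further: phagocytic index as fraction of beads internalized from green versus red external bead signal; plate controls were DMSO negative control for no effect and cytochalasin-D positive control for full effect; some results beyond the cut were filed as inactive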
E-sel TNF inh: TNF alpha driven E-selectin expression inhibition; HUVEC TNFa-induced E-selectin immunofluorescence, high content; inhibition, % at 2 µM; actives 0.71% (n = 120,000); AID 1246;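 active means inhibition above the batch mean plus 3 SD, and confirmed as a hit on visual image review, cut at about 43% in these data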;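 further: 0% = TNF-stimulated DMSO wells and 100% = unstimulated control wells; not every result past the cut was called active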
Numbers without * were called inactive; . = not tested or not shown.

SMILES	PTEN del growth	GALR2 blocker	MRP1 act	BB579 growth dn	Yeast lifespan up	HCT116 bCat-KO	Measles CPE	NPY-Y2 antag	Phagocyt inh	E-sel TNF inh
COc1cc(OC)cc(C(=O)Nc2ncc3c(n2)CC(C)(C)CC3=O)c1	93	9	-0.2	-13	-18	93	10	1	0	-6
COc1cc(/C=N/N2C(=O)C3C4c5ccccc5C(c5ccccc54)C3C2=O)ccc1O (configuration not stated)	90	-9	-4.9	-35	0	85	24	1	1	-56
COC(=O)COc1cc(C)cc2oc(=O)c(CC(=O)OC)c(C)c12	101	13	-1.8	-25	-6	113	39	2	-6	-7
COc1ccc(NC(=O)C(NC(=O)Cc2cccs2)c2ccc(C)cc2)cc1 (configuration not stated)	90	-8	-2.2	-40	5	91	17	4	-9	.
CC(C)(C)n1nnnc1C(c1ccc(F)cc1)N1CCN(Cc2ccc3c(c2)OCO3)CC1 (configuration not stated)	94	3	-0.6	-45	-8	91	22	6	0	-17
CCOc1cc(C=O)ccc1OCCSc1ccc(Cl)cc1	103	8	-1.9	-6	-26	109	6	0	.	.
CC(=O)OC1CC(n2ccc(NC(=O)c3ccccc3)nc2=O)OC1CO (configuration not stated)	98	1	-0.1	-17	-7	103	2	-1	0	-9
O=C(O)c1cnn2cc(-c3[nH]ncc3[N+](=O)[O-])cnc12	95	6	-0.6	-20	-4	88	17	-1	.	5
O=C(Cc1c[nH]c2ccccc12)NCc1ccc2c(c1)OCO2	84	14	-0.9	-31	-10	93	3	1	.	13
O=C(c1cc2ccccc2c(=O)o1)N1CCCC1	106	6	-0.5	-11	-2	97	5	-1	-3	50
Cc1cc(C)nc(-n2nc(C)c3c(C(F)F)cc(C)nc32)n1	105	13	-0.6	-39	-17	111	13	4	-1	-40
CCOC(=O)Cc1csc(NC(=O)C2CCCN(S(=O)(=O)c3cnc[nH]3)C2)n1 (configuration not stated)	98	4	0.7	24	-10	110	6	-2	0	-10
Cc1ccc(S(=O)(=O)N2CCN=C2SCc2ccc(Cl)c(Cl)c2)cc1	86	2	-3.3	-59	7	95	3	5	-10	.
CCOC(=O)CSc1nc(-c2ccc3c(c2)OCO3)ccc1C#N	91	-5	-1.2	-36	-15	91	10	3	-2	.
COc1ccc(CNCCSc2nnnn2C)cc1OC	93	-9	-0.4	-39	-1	102	5	2	-1	27
COc1ccccc1CC(=O)NCC1CCCO1 (configuration not stated)	96	.	0.6	-2	-14	92	3	.	2	.
N[C@@H](Cc1ccccc1)c1nnc(SCc2ccccc2F)o1	96	5	-2.2	-18	-9	95	17	1	.	-6
Nn1c(SCC(=O)N2CCc3ccccc3C2)nnc1-c1cccs1	98	-2	-1.8	17	-11	98	5	1	2	15
FCCCOc1ccc(/C=N/OCc2ccc(Cl)cc2Cl)cc1	83	-5	3.7	-10	-9	88	17	-1	.	.
CCOC(=O)c1c(NC(=O)CC2Sc3ccc(C(F)(F)F)cc3NC2=O)sc(C)c1C (configuration not stated)	64	4	-2.3	-16	-3	100	3	3	-11	.
O=C(O)CCCC(=O)Nc1ccc(N2CCCC2)cc1	109	1	-0.5	-7	-16	101	9	1	-1	-14
Cc1cc2ccccc2c(=O)n1CC(=O)NCC(=O)N1CCCC(C)C1 (configuration not stated)	98	-1	-3.0	-34	-6	93	18	1	1	16
COc1ccc(OC)c(NS(=O)(=O)c2ccc3c(c2)n(C)c(=O)n3C)c1	81	-3	-2.5	-31	22	82	12	1	-3	-5
O=c1[nH]n(-c2ccccn2)c(=O)c2ccccc12	96	-5	0.3	18	0	115	4	2	-1	5
CN(C)c1ccc(CNCCC2(O)CCOC(C)(C)C2)cc1 (configuration not stated)	92	11	-3.5	-31	-18	91	2	1	-1	-14
O=C(Nc1cccnc1)c1noc2c1CCCC2	100	-5	-0.4	-66	-23	99	6	2	-1	-9
Cc1ccc2nc(/C(C#N)=C\c3ccc(N4CCCCC4)c([N+](=O)[O-])c3)[nH]c2c1	9	12	-7.2	-48	0	27	14	-2	-1	-1
Cc1ccc(NC(=O)CCNS(=O)(=O)c2cc(Br)cnc2N)cc1Cl	87	0	-1.1	-42	5	84	4	-3	-5	-10
CO/N=C/NC(=O)c1cn(-c2ccc(F)cc2)c(=O)c2ccccc12	93	-10	-2.7	-8	-9	84	4	1	-1	-20
Cc1cc(NC(=O)c2ocnc2C)no1	89	-6	-1.7	-37	-3	94	22	2	2	.
Cc1ccc(S(=O)(=O)N2CCC(C(=O)NCCCN3CCCCCC3)CC2)cc1	97	-7	-0.1	-29	-19	100	5	-1	1	-10
Cc1ccccc1OCC(O)Cn1c(N2CCN(c3ccccc3)CC2)nc2c1c(=O)[nH]c(=O)n2C (configuration not stated)	96	-7	-0.6	-13	-3	92	11	2	-3	11
Cn1c(NCc2ccccc2)cc(=O)n(C)c1=O	98	-3	-1.8	-32	-1	95	9	2	0	19
COc1ccccc1NC(=O)COc1cccc(-n2cnnn2)c1	102	8	-3.4	-17	-6	99	20	5	0	.
Cc1cc(C)c2c(CC(=O)Nc3ccc(Cl)cn3)coc2c1	85	-1	-2.1	-23	-2	87	1	8	1	-23
COc1ccc(OC)c(NC(=O)NC2(C(F)(F)F)Oc3ccccc3O2)c1	47	-16	-4.1	-22	-1	59	15	1	-4	.
COc1ccc(/C=N\NS(=O)(=O)c2ccc(Cl)cc2)cc1COc1ccccc1[N+](=O)[O-]	93	-2	-3.1	-24	.	90	21	1	.	-11
O=C(c1cc2ccccc2o1)N1CCCCCC1	89	-9	-1.2	-26	-6	95	5	7	.	21
CCOc1ccccc1NC(=O)N1CCCC(c2nc3c(nnn3Cc3ccc(C)cc3)c(=O)[nH]2)C1 (configuration not stated)	23	-2	-0.5	-37	-16	33	7	1	1	.
COCCN(C(=O)Cn1nnc2ccccc21)C(C(=O)NC1CCCC1)c1cc(OC)ccc1OC (configuration not stated)	74	-10	-0.9	-33	-18	72	13	8	.	31
CCOC(=O)c1c(NC(=O)c2ccco2)sc2c1CCCCC2	84	1	1.6	-79	-7	88	10	2	-1	.
CCOC(=O)C(NC(=O)c1ccccc1F)(Nc1cc(C)on1)C(F)(F)F (configuration not stated)	92	-2	-1.6	0	3	90	15	2	-2	-27
CN(C)CCCOC(=O)c1cc2ccccc2o1	95	11	-2.2	-15	-13	95	5	2	2	-11
COCCn1c(=S)[nH]c2ncccc2c1=O	93	6	-1.2	-42	-14	98	17	6	8	-6
CCCc1cc(=O)[nH]c(SCc2nc3ccccc3s2)n1	102	2	-1.2	-20	-15	93	27	12	.	.
CCCCn1nnc(NC(=O)c2ccc(-c3ccccc3)cc2)n1	104	0	1.7	7	0	93	5	2	-1	-11
Cc1cccc(OC2(c3ccccc3)OC(=O)c3ccccc32)c1C (configuration not stated)	70	-7	-3.3	-25	-3	70	12	4	.	-52
CCOC(=O)C1CCN(c2nc3cc(OC)ccc3cc2C#N)CC1	101	-7	1.3	-48	-20	91	8	8	1	-10
COC(=O)CC1C(=O)NCCN1C(=S)Nc1cc(C)cc(C)c1 (configuration not stated)	108	12	-0.4	-3	3	100	12	1	-7	.
CCN=c1scc(-c2ccco2)n1/N=C/c1ccc(O)cc1	90	6	-2.3	-20	-8	104	10	3	0	1
S=C(NCC1COc2ccccc2O1)Nc1ccc(Br)cc1 (configuration not stated)	76	8	-2.3	-14	1	85	4	7	-6	.
Cc1nnc(NC(=O)Nc2ccc(Cl)c(Cl)c2)s1	5	10	-6.3	-40	-3	13	0	-1	0	-1
COc1cc(CCN2C(=O)N[C@@H](CCc3ccccc3)C(C(C)=O)=C2C)cc(OC)c1OC	84	12	-1.0	-2	0	95	29*	2	.	-26
COc1cc(OC)c(S(=O)(=O)N2CCCCC2)cc1S(=O)(=O)N1CCCCC1	89	1	-2.3	-27	-15	80	2	2	3	-8
O=C(OCc1cnc(Cl)s1)c1ccc(Cl)cc1	100	4	1.3	-3	-2	106	12	2	.	-10
COc1ccc(NC(=O)N2c3ccccc3CC2C)cc1OC (configuration not stated)	92	12	-1.5	-46	-23	92	31	0	2	-4
S=c1[nH]nc(-c2ccncc2)n1/N=C/c1ccccc1	92	-2	-2.6	5	-4	86	3	4	-3	-16
Cc1oc(-c2ccccc2F)nc1CN1CCC(C(=O)NCc2ccco2)CC1	89	-1	-3.2	-14	-7	78	7	3	6	-5
Cc1oc2cc(OCc3cnn(-c4ccccc4)c3)ccc2c(=O)c1Oc1ccccc1F	96	5	-1.6	-10	1	82	30	1	-6	.
CN1C(=O)C(C(=O)NC(C)(C)C)C2c3ccccc3OC13CCCCC23 (configuration not stated)	83	-7	-2.6	-11	1	87	27	-1	0	25

Following part
SMILES	PTEN del growth	GALR2 blocker	MRP1 act	BB579 growth dn	Yeast lifespan up	HCT116 bCat-KO	Measles CPE	NPY-Y2 antag	Phagocyt inh	E-sel TNF inh
CCOC(=O)C1CCN(C(=O)c2ccccc2Oc2ccccc2)CC1	88	-10	-0.4	-36	-2	82	4	5	-2	-5
O=C(CSc1ncn[nH]1)OCN1C(=O)c2ccccc2C1=O	110	13	1.8	-77	-1	104	9	2	1	8
Cc1ccc(S(=O)(=O)N2CCCC(C(=O)Nc3cccnc3)C2)cc1 (configuration not stated)	.	10	-0.7	-7	-8	94	11	3	0	-49
CCn1c(COc2ccccc2C)nnc1SCC(=O)OC	98	10	-0.4	-51	2	98	2	4	0	8
CCOC(=O)C(=O)Nc1ccc2c(c1)OCO2	74	-4	-1.2	-18	-16	80	19	5	0	8
O=C(C1CCN(S(=O)(=O)Cc2ccccc2)CC1)N1CCCc2ccccc21	90	8	-3.0	-33	-1	92	6	0	0	-3
Cc1ccc(C)c(NC(=O)c2cnn3ccccc23)c1	70	3	-0.5	27	-13	62	1	0	0	17
Cc1nc(NC(=O)COC(=O)CCS(=O)(=O)c2ccccc2Cl)c(Cl)cc1Cl	89	10	-4.5	-23	-12	76	9	6	-2	-2
CC(C)c1ccc(CNC(=O)CSCC(=O)Nc2ccc3ccccc3c2)cc1	77	-4	-1.7	-30	-3	83	-1	0	5	-29

Entries of single compounds, looked up by structure. Order of screens: PTEN del growth	GALR2 blocker	MRP1 act	BB579 growth dn	Yeast lifespan up	HCT116 bCat-KO	Measles CPE	NPY-Y2 antag	Phagocyt inh	E-sel TNF inh
Entry for CCOC(=O)C1CCN(C(=O)c2ccccc2Oc2ccccc2)CC1 = 88	-10	-0.4	-36	-2	82	4	5	-2	-5
Entry for O=C(CSc1ncn[nH]1)OCN1C(=O)c2ccccc2C1=O = 110	13	1.8	-77	-1	104	9	2	1	8
Entry for Cc1ccc(S(=O)(=O)N2CCCC(C(=O)Nc3cccnc3)C2)cc1 (configuration not stated) = .	10	-0.7	-7	-8	94	11	3	0	-49
Entry for Cc1nc(NC(=O)COC(=O)CCS(=O)(=O)c2ccccc2Cl)c(Cl)cc1Cl = 89	10	-4.5	-23	-12	76	9	6	-2	-2
Entry for CCn1c(COc2ccccc2C)nnc1SCC(=O)OC = 98	10	-0.4	-51	2	98	2	4	0	8

Source: PubChem (several laboratories)
